Bioassay records deposited in PubChem BioAssay by National Center for Advancing Translational Sciences (NCATS).
TGFb SMAD3 inh – blocks TGF-b signaling; 410,000 compounds, 1.2% hits; Potency, µM (highest dose often 46.1 µM), without a hit: at the highest dose activity, negative = inhibition, most hits filed as inhibitors; AID 588855; HepG2 CAGA-GFP TGF-b/SMAD3 reporter, GFP fluorescence, 18 h; TGF-beta stimulated, 500 pg/mL final; also: potency is read from the fitted curve at half-maximal effect; % is scaled to controls: 0 for no effect and ±100 for the full control effect; nearly all actives have a fitted effect of over 65% in size
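Smad-responsive CAGA-GFP expression was quantified in HEPG2 cells exposed to compounds and 500 pg/mL final TGF-beta for 18 h at 37 degrees C; unstimulated wells defined full inhibition.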
MmCpn inh – inhibitors of Methanococcus maripaludis chaperonin (MmCpn); 330,000 compounds, 0.031% hits; Potency, µM (titrated, usually from 76.9 µM), for inactives: top-dose activity, negative = inhibition, most hits filed as inhibitors; purified Mm-Cpn ATPase, ADP Transcreener TR-FRET; also: potency is read from the fitted curve at half-maximal effect; % is scaled to controls: 0 for no effect and ±100 for the full control effect; nearly all actives have a fitted effect of over 80% in size
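Quantitative HTS used 25 nM Mm-CPN and 10 uM ATP in magnesium/KCl Tris buffer, pH 7.4, with 1 mM DTT. Hydrolysis ran 30 min at 37°C; ADP was read by HTRF.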
A549 tox – kills or reduces viability of A549 cells in Nrf2 counter-screen | A549 ARE-Fluc cells, CellTiter-Fluor viability, 18-24 h | Potency, µM (top dose mostly 46 µM), for inactives: at the highest dose activity change, negative = cytotoxicity, actives largely listed as inhibitors | 390,000 compounds, 0.16% hits | AID 504648; also: potency is read from the fitted curve at half-maximal effect; % is scaled to controls: 0 for no effect and ±100 for the full control effect
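A549 ARE-Fluc cells in 5% FBS OPTI-MEM, 5000 cells/well, rested 2 h then exposed to compounds in concentration-response for 18-24 h at 37 °C. Viability by CellTiter-Fluor fluorescence (Ex 405/Em 525) after 30 min; luciferase luminescence (BugLite, 15 min, RT) read afterwards.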
Nrf2 activator – activators of Nrf2 (ARE) signaling; Potency, µM (series often up to 46.1 µM), for inactives: at the highest dose activation, most hits filed as activators; 410,000 compounds, 0.31% hits; AREc32 ARE-luciferase reporter (MCF7-derived line), luminescence, 24 h; also: potency is read from the fitted curve at half-maximal effect; % of control where 0% means no effect; nearly all actives have a fitted effect of over 65% in size
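Quantitative high-throughput format: AREc32 reporter cells, 1000 per well, received compound by pin transfer and were incubated 24 hr at 37 deg C, 5% CO2, before Steady-Glo luminescence detection.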
CCT chaperon mod – changes cytosolic chaperonin activity; 360,000 compounds, 0.3% hits; purified chaperonin ATPase assay, HTRF ADP detection, 30 min; activity change, % (concentration not given with the values), hits read low; in the data active = activity change below about -30%; also: % is scaled to controls: 0 for no effect and ±100 for the full control effect
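TRiC (40 or 20 nM final, by batch activity) in 30 mM Tris pH 7.4, 100 mM KCl, 5 mM MgCl2, 1 mM DTT was treated with compound at 76 uM single dose, then 10 uM ATP, 30 min at 37 °C. ADP was read by HTRF Transcreener.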
Nrf2 inh – blocks Nrf2 signaling | A549 ARE-Fluc reporter, luciferase luminescence, 18-24 h | Potency, µM (titrated, usually from 46 µM), for the others: top-dose activity change, negative = inhibition, actives largely listed as inhibitors | 360,000 compounds, 2.1% hits | AID 504444; also: potency is read from the fitted curve at half-maximal effect; % is scaled to controls: 0 for no effect and ±100 for the full control effect; nearly all actives have a fitted effect of over 60% in size
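Nrf2 activity is the BugLite luminescence, read 15 min after reagent at room temperature, following CellTiter-Fluor cytotoxicity readout (30 min, 37C). Compound titrations were applied for 18-24 h to 5000 A549 ARE_Fluc cells/well in 5% FBS OPTI-MEM.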
pAkt inh – inhibitors of Akt phosphorylation. AID 651550. Neuro2A IGF-stimulated pAkt S473 HTRF, 20 min; stronger effect = lower value. activity change, % for hits at 50 µM. 360,000 compounds, 0.32% hits; in the data active = activity change below about -80%; inconclusive = mostly about -51% to -80%; also: % is scaled to controls: 0 for no effect and ±100 for the full control effect
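Neuro2A cells in DMEM with 0.5% FBS, overnight at 37 deg C, given compound at single 50 µM final, then IGF (6 nM final) for 20 min at 37 deg C. Lysed; phospho-Akt Ser473 by HTRF after 24 h, 665/615 ratio.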
S2 tox – reduces viability in counter-screen for ATXN expression inhibitors | S2 cells (HEK-293 line with an ATXN2-luciferase reporter) viability, CellTiter-Fluor protease fluorescence, 24 h | 400,000 compounds, 0.49% hits | Potency, µM (highest dose often 56.7 µM), actives largely listed as cytotoxic | AID 651635; also: potency is read from the fitted curve at half-maximal effect; nearly all actives have a fitted effect of over 40% in size
HepG2 viability – kills HepG2 cells in TGF-b inhibitor counter-screen; HepG2 CAGA-GFP viability, ATP luminescence, 18 h; 410,000 compounds, 0.76% hits; Potency, µM (doses to about 46.1 µM), without a hit: top-dose activity change, negative = cytotoxicity, usual class: cytotoxic; AID 588856; also: potency is read from the fitted curve at half-maximal effect; some results filed as inactive show a strong effect at the top dose
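HepG2 CAGA-GFP cells (1000/well, DMEM with 1% FBS) received compound, then TGF-beta at 500 pg/mL final, and were incubated 18 hours at 37 degrees C. Viability was read by CellTiter-Glo luminescence. Media-only wells were set as complete cell-killing and DMSO as no toxicity.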
Numbers without * were called inactive; i = inactive; ? = inconclusive; / = no result given; [ ] = remark or other dose. Unless noted, calls follow the shape of the dose curve; as a rule, active = well fitted curve in the direction sought with a large enough effect; inconclusive = small, poorly fitted or top-dose-only effect, or another doubt; inactive = no such curve, though single readings can be large; an effect the other way counts as inactive or inconclusive.

A first look, 2 compounds:
no.	SMILES	Nrf2 activator	TGFb SMAD3 inh	A549 tox	MmCpn inh	CCT chaperon mod	HepG2 viability	pAkt inh	Nrf2 inh	S2 tox
1	O=C(NC(=S)Nc1ccccc1N1CCCC1)c1cccs1	28%	-17%	-16%	-3%	-0.8	-26%	i	?	i
2	CCOc1ccc(-c2nc3c(C#N)c[nH]n3c2NC2CCCCC2)cc1	6.6%	?	-1%	/	/	-52%	/	-4%	i

The whole of this part, repeating the preview:
no.	SMILES	Nrf2 activator	TGFb SMAD3 inh	A549 tox	MmCpn inh	CCT chaperon mod	HepG2 viability	pAkt inh	Nrf2 inh	S2 tox
1	O=C(NC(=S)Nc1ccccc1N1CCCC1)c1cccs1	28%	-17%	-16%	-3%	-0.8	-26%	i	?	i
2	CCOc1ccc(-c2nc3c(C#N)c[nH]n3c2NC2CCCCC2)cc1	6.6%	?	-1%	/	/	-52%	/	-4%	i
3	CC(OC(=O)C1CC(O)CN1S(=O)(=O)c1ccccc1[N+](=O)[O-])C(=O)N1CCCCC1 (configuration not stated)	0.6%	-1%	2%	5%	-1.2	-1%	i	-3%	i
4	CCOC(=O)C1=C(C)NC(=O)NC1c1ccc(-c2ccc(F)cc2)o1 (configuration not stated)	8.9%	5%	-4%	0%	2.8	-9%	i	-5%	i
5	CCOc1cc(/C=N/NC(=O)C(=O)NCC2CCCO2)ccc1OCC(=O)N1CCOCC1 (configuration not stated)	-0.3%	-2%	1%	-3%	2.0	9%	i	9%	i
6	CCn1c(C(=O)N2CCC(C(=O)N3CCN(c4cc(C)ccc4C)CC3)CC2)cc2sccc21	-0.1%	?	-9%	/	/	-21%	/	?	/
7	CC(=O)N1c2ccc(S(=O)(=O)N3CCCC(C(=O)N4CCCC(C)C4)C3)cc2CC1C (configuration not stated)	-0.4%	-9%	-7%	-2%	-0.4	-8%	i	?	i
8	Cc1cccc(CNC(=O)Cc2csc3ccccc23)c1	3.0%	-3%	6%	/	/	-30%	/	?	/
9	O=c1[nH][nH]c(C(F)(F)F)c1C=NCc1ccccc1Cl	-0.2%	1%	5%	-1%	-2.6	-11%	i	16%	i
10	O=C(N/N=C/c1cccc(C(F)(F)F)c1)c1cc2c(s1)-c1ccccc1CC2	7.3%	-3%	12%	2%	2.2	8%	i	/	i
11	CCOC(=O)C1CCN(C(=O)c2cc3cc(Cl)ccc3[nH]2)CC1	4.2%	0%	-1%	-7%	-0.6	4%	i	23%	i
12	COC(=O)[C@@H](NC(=O)NCc1ccc(F)cc1)C(C)C	-0.6%	-16%	-3%	2%	-3.9	1%	i	?	i
13	CCC(C)C1(C2CCCC2)NC(=O)NC1=O (configuration not stated)	0.2%	-9%	-7%	/	1.7	-2%	i	15%	?
14	Cc1cccc(-c2nc(CS(=O)CC(=O)N3CCN(C)CC3)c(C)o2)c1 (configuration not stated)	-1.0%	-1%	4%	0%	0.5	-24%	i	-1%	i
15	C=CCOC(=O)C1=C[C@@H](c2csc3ccccc23)C[C@@H](OCCCCO)O1	5.7%	?	-5%	/	0.3	-43%	i	15%	?
16	CCc1cc(=O)oc2c3c(cc(OCC(=O)NCCN4CCOCC4)c12)OC(C)(C)CC3	-0.8%	7%	-7%	-1%	-1.3	-17%	i	-19%	i
17	CC(=O)Nc1ccc(-c2ccnc3c2CC(C(=O)Nc2cccc(N(C)C)c2)O3)cc1 (configuration not stated)	1.7%[9.22 µM]	22%	/	/	-2.5	-16%	i	/	?
18	FCCCOc1ccc(-c2nccc(-c3ccc(Br)cc3)n2)cc1	0.4%	10%	3%	0%	-2.6	-17%	i	/	i
19	CN1CCN(C(c2ccccc2)c2ccc(Cl)cc2)CC1 (configuration not stated)	6.5%	19%	-7%	0%	0.0	-35%	i	11%	?
20	COCCN(C(=O)c1ccc(-c2ccc([N+](=O)[O-])cc2)o1)c1c(N)n(CC(C)C)c(=O)[nH]c1=O	-0.7%	13%	-9%	-3%	-1.9	0%	i	13%	i
21	O=C(CSc1nnc(-c2cnccn2)n1Cc1ccco1)c1ccccc1	3.2%	-26%	-8%	0%	-0.4	-5%	/	6%	/
22	COC(=O)c1c(NC(=O)COC(=O)c2ccc(Cl)nc2)sc(C)c1C	0.2%	2%	-3%	-2%	-6.8	9%	i	9%	i
23	CC(=O)c1cccc(NC(=O)C(OC(=O)c2cccs2)c2ccccc2)c1 (configuration not stated)	0.0%[9.22 µM]	-19%	1%	-4%	-0.3	-38%	i	2%	i
24	CN(C)c1cccc(N(C)C)c1CNC(=O)NC(=O)c1c(F)cccc1F	-0.5%	?	1%	-2%	2.5	-30%	i	?	i
25	O=[N+]([O-])C1=C(Nc2cccc3ccccc23)CS(=O)(=O)C1	?	-12%	3%	0%	0.6	8%	i	-7%	i
26	CCOC(=O)C(OC(=O)c1sc(=S)n(C)c1C)C(C)=O (configuration not stated)	2.6%	12%	-7%	0%	-3.3	11%	i	7%	i
27	CCN(CC)S(=O)(=O)c1ccc(=O)[nH]c1	-0.4%	-28%	-2%	0%	-2.6	-1%	i	-13%	i
28	CNc1c(NS(=O)(=O)c2ccc(F)cc2)c(=O)oc2ccccc12	-1.1%	-1%	-3%	-5%	-0.3	10%	i	?	i
29	C=CC[C@H](CC(=O)N(CCO)Cc1ccccc1)C(=O)NCCOC(=O)[C@@H](CC=C)Cc1ccc(F)cc1	7.1%	-15%	7%	-1%	-0.5	-13%	i	-27%	i
30	CCOC(=O)C1=C(C)NC(=O)C(C#N)C1c1ccco1 (configuration not stated)	2.2%	3%	5%	-1%	-4.4	4%	i	-2%	i
31	Cc1cccc(OCC(=O)Nc2cccc(C(=O)OCc3cc(=O)n4c(C)csc4n3)c2)c1	1.1%	-29%	-3%	/	/	-18%	/	/	/
32	Cc1ccc(-c2nn3c(=O)cc(CN4CCN(S(=O)(=O)c5ccc(Cl)cc5)CC4)nc3s2)cc1	-0.6%	13%	0%	/	/	12%	/	/	i
33	CCOc1ccc(NC(=O)C2CC(=O)N3CCCN=C3S2)cc1 (configuration not stated)	-0.2%	4%	-16%	0%	-1.7	-35%	i	18%	i
34	O=C(CCNC(=O)c1ccccc1Cl)NCCCSc1ccccc1	0.4%	1%	-3%	2%	0.7	2%	i	9%	i
35	CCc1nnc(NC(=O)CSc2nnc(C(C)NC(=O)c3ccccc3F)n2C)s1 (configuration not stated)	0.2%	9%	3%	-2%	0.7	14%	i	3%	i
36	Cc1ccc(C(=O)C(O)C(c2ccc(C)cc2)N2CCCCC2)cc1 (configuration not stated)	-0.3%	5%	1%	1%	1.5	-29%	i	10%	i
37	O=C(Nc1ccc(S(=O)(=O)N2CCCC2)cc1)c1ccc(Cl)nc1	0.8%	0%	1%	0%	-2.7	-14%	i	?	i
38	CC(=O)c1ccc(NC(=O)C2CC2c2ccccc2)cc1 (configuration not stated)	0.3%	14%	8%	/	-0.1	-12%	i	24%	i
39	CC1CCN(C(=O)C2CCN(S(=O)(=O)c3cccc4nonc34)CC2)CC1	-0.5%	3%	-1%	-1%	-0.4	-2%	i	8%	i
40	CCC(=O)Nc1c(OC(=O)CC)ccc2c(C)cc(=O)oc12	-0.1%	15%	17%	-4%	-1.7	14%	i	-19%	/
41	COc1ccc(-c2cc(C(F)(F)F)n3ncc(-c4ccccc4)c3n2)cc1	2.0%	0%	1%	/	/	-18%	/	11%	/
42	COC(=O)c1ccc(C(NC(=O)c2cccnc2)NC(=O)c2cccnc2)cc1	0.4%	2%	-1%	1%	0.7	5%	i	-4%	i
43	C/C(=N\N=C(N)N)c1cc(Cl)ccc1Cl	4.1%	?	?	2%	-1.2	-65%	i	16µM*	i
44	O=C(CNC(=O)c1ccccc1)NCC(=O)OCC(=O)c1ccc(F)cc1	0.1%	-19%	-4%	-2%	-2.6	1%	i	6%	i
45	COc1cccc(-c2cc(C(=O)NCC3CCCO3)on2)c1 (configuration not stated)	-0.7%	19%	2%	-1%	-4.9	7%	i	4%	?
46	COc1ccc(Cl)cc1NC(=O)c1cc2nc(-c3ccc4c(c3)OCO4)cc(C(F)(F)F)n2n1	0.1%	-21%	3%	/	/	-53%	/	16%	i
47	O=C(Cn1cc(C(=O)c2ccco2)c2ccccc21)NCc1ccco1	25%	-4%	-1%	0%	-0.1	-5%	-105%*	16%	i
48	Cc1ccc(C)c(NC(=O)CN(C)C(=O)c2ccc(-c3ccc(Cl)cc3)o2)c1	0.0%	-6%	1%	2%	0.4	2%	i	-4%	i
49	CCOC(=O)N1CCC(n2c(SCC(=O)N3CCC(C)CC3)nc3ccccc3c2=O)CC1	0.7%	-29%	-21%	1%	-4.4	-18%	i	?	?
50	CCOc1ccc(S(=O)(=O)NCc2ccccc2)cc1C(N)=O	0.0%	15%	1%	3%	0.4	-1%	i	-4%	i
51	CCNC(=S)NNC(=O)c1ccc(=O)n(Cc2ccccc2)c1	-0.6%	11%	-3%	0%	-2.3	10%	i	-1%	i
52	COc1ccc(CCNC(=O)c2c(O)nc3ccccn3c2=O)cc1OC	-0.6%	0%	4%	/	/	-12%	/	5%	i
53	Cn1c(=O)c2c(nc(NCc3ccccc3)n2C)n(C)c1=O	4.3%	3%	4%	0%	-2.0	-1%	i	-11%	i
54	O=C(Nc1ccc(Cl)cc1)c1ccc(-n2cnnc2)cc1	-0.2%	-15%	0%	/	/	-34%	/	/	i
55	CC1(C(=O)NS(=O)(=O)C2CC2)CCCN(C(=O)c2ccc3c(c2)OCO3)C1 (configuration not stated)	-0.4%	5%	/	/	-0.6	7%	i	/	i
